# Peg3 prom inh: Peg3 promoter-driven luciferase inhibitors, primary screen, cell-based, HeLa, luciferase luminescence. inhibition, % at 20 µM. 360,000 compounds, 1.7% hits. HeLa PEG-Prom luciferase reporter, overnight;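 active = inhibition of at least 50% at 20 µM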
# TRAIL sens C8: viability loss with TRAIL in NB7+C8 cells, primary screen, TRAIL sensitizer project, cell-based, ATPlite luminescence. inhibition (viability loss, TRAIL sensitization), % at 10 µM. 360,000 compounds, 1% hits;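 active = compounds causing at least 50% loss of cell viability in the single-dose screen, relative to plate controls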
# Shn3 3UTR inh: reduction of Shn3 3'UTR firefly luciferase signal, primary screen, Schnurri-3 inhibitor project, cell-based, Clone20 osteoblasts, set 2; Clone20 osteoblast Shn3 3'UTR firefly luciferase, 24 h; inhibition, % at 12.5 µM; 360,000 compounds, 0.52% hits; AID 588674, 2011;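 active = mean inhibition of at least 75% with every replicate also reaching 75%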;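 also: 0% = median of neutral control wells and 100% = pilot-screen positive control compound; some compounds past the cut are filed as inactive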
# CF NFkB inh: inhibitors of PAF-induced NF-kB signaling, primary screen, cell-based, GFP fluorescence, uHTS; 360,000 compounds, 0.86% hits; inhibition, % at 5 µM; KKLEB NF-kB-GFP reporter, GFP fluorescence overnight;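 active = at least 50% inhibition at 5 µM, scaled per plate between neutral and stimulator controls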;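 also: PAF is a Pseudomonas aeruginosa culture filtrate used as stimulus; plate controls were PAF-stimulated DMSO wells for no effect and unstimulated DMSO wells for full effect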
# NR2E3 ag-1: inhibitors of NR2E3-RetCOR corepressor binding, primary screen, NR2E3 agonist project, biochemical, TR-FRET, GST-NR2E3, biotin-RetCOR. Photoreceptor-specific nuclear receptor (Homo sapiens), Q9Y5X4. 1536-well. inhibition of corepressor binding, % at 4.78 µM. 320,000 compounds, 0.12% hits. AID 2300, 2010;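 active = percent inhibition above the cutoff of mean plus 3 SD of all tested compounds, set per screening campaign, cut at about 20% in these data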;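 also: 0% = DMSO wells and 100% = biotin wells as full block of FRET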
# Target sequence (Q9Y5X4 whole entry, looked up): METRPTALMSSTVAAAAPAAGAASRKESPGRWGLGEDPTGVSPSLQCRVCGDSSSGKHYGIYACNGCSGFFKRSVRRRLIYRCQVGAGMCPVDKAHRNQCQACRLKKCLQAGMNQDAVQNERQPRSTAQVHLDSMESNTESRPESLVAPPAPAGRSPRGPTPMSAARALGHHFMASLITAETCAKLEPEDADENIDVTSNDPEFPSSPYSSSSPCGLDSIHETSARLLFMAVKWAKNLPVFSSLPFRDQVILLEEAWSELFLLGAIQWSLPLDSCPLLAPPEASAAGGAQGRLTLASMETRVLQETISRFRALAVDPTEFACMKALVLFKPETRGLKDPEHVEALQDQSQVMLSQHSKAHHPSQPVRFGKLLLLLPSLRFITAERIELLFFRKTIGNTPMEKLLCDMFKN
#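 Assay system: NR2E3–RetCOR corepressor complex. Quantity: 1.35 nM GST-NR2E3. Buffer or medium: pH 7.5 Tris-based buffer. Reagent: biotinylated RetCOR corepressor at 7 nM final. Schedule: 5 h at 4 °C. Detection: TR-FRET, emission read at 617 and 671 nm. Replicates: one well per compound, singlicate testing.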
# NR2E3 ag-2: NR2E3 agonists in two-hybrid cells, primary screen, cell-based, luminescence, CHO-S, Gal4-NCOR/VP16-NR2E3 | 360,000 compounds, 0.35% hits | luciferase | Photoreceptor-specific nuclear receptor (Homo sapiens), Q9Y5X4 | AID 602229, 2012 | inhibition of corepressor binding, % at 3.98 µM;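 active = inhibition above the mean of all tested compounds plus 3 SD, cut at about 70% in these data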;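 also: 0% = DMSO with NR2E3 transfected cells and 100% = cells lacking NR2E3 construct; higher means lower luciferase signal from less NR2E3 corepressor binding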
# HIF-2a inh: HIF-2a reporter inhibitors, primary screen, luminescence, 786-0 RCC cells; 786-0 RCC cells HIF-2a reporter, luciferase luminescence, overnight; inhibition, % at 18.8 µM; 360,000 compounds, 0.72% hits;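 active = inhibition of the luminescence signal of 40% or more relative to plate controls, in a single-dose primary screen at 18.75 µM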
# TROY signal inh: inhibitors of TROY-driven NF-kB signaling, primary screen, Q293 LMP1-TROYcd cells, NF-kB luciferase, uHTS; 360,000 compounds, 0.98% hits; Q293 LMP1-TROYcd NF-kB luciferase reporter, 4 h; inhibition, % at 10 µM; AID 1347056, 2019;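 active = compounds whose plate-normalised and pattern-corrected inhibition of the luciferase reporter signal at the single screening dose is 50% or more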
# KKLEB tox: cytotoxicity in KKLEB CF airway cells, primary screen, cytotoxicity control for CF NF-kB inhibitor project, cell-based, uHTS, fluorescence assay plates; AID 602141, 2011; KKLEB CF airway cells viability, ATPlite luminescence, overnight; hits give low values; cells stimulated with P. aeruginosa culture filtrate; activity change (cytotoxicity), % at 5 µM; 360,000 compounds, 0.36% hits;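 active = corrected activity change at or below -50% at 5 µM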
# TWEAK Fn14 block: inhibitors of TWEAK-Fn14 signaling, primary screen, luciferase reporter cells, uHTS; TWEAK-stimulated Fn14 reporter cells, luciferase luminescence, 8 h; inhibition, % at 10 µM; 360,000 compounds, 2% hits; in the data active = inhibition above about 50%
# MITF TRPM1 inh: inhibitors of MITF-dependent TRPM1 promoter reporter, primary screen, cell-based, SK-MEL-5, single point, luciferase. SK-MEL-5 TRPM1 promoter luciferase, 24 h. inhibition, % at 12.5 µM. 330,000 compounds, 0.83% hits;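 active = mean inhibition across replicates of 60% or more, whatever share of single replicates reaches that level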; also: values of inactives mirror those of a sister screen read the other way
# * marks the source's active call; other numbers are inactive results; . = not tested or not shown; & = joins results of further samples. A portion of the library; count on the stated rates, not on these rows.
SMILES,Peg3 prom inh,TRAIL sens C8,Shn3 3UTR inh,CF NFkB inh,NR2E3 ag-1,NR2E3 ag-2,HIF-2a inh,TROY signal inh,KKLEB tox,TWEAK Fn14 block,MITF TRPM1 inh
COc1ccc(C(=O)N2CCC(C(N)=O)CC2)cc1S(=O)(=O)N1CCCC1,-7,-8,-6,-9,5,-10,12,3,-8,7,2
CC(C)NC(=O)C1(C)Cc2c(-c3ccc(N(C)C)cc3)ccnc2O1 (stereo unspecified),8,-6,2,17,.,-5,9,-10,-6,-1,.
COc1ccc(C(=O)N/C(=C\c2cn(C)c3ccccc23)C(=O)N2CCOCC2)cc1OC,-2,-9,1,-3,-3,-11,1,8,-1,8,7
Cc1ccc2cccc(OC(=O)c3ccc4c(c3)OCCO4)c2n1,-6,-5,0,-41,-1,-9,17,-11,8,2,1
CCN(CC(=O)Nc1c(F)cccc1F)C(=O)CCCNC(=O)c1ccc(Cl)cc1,-2,-4,-7,1,-2,-39,-5,7,6,5,5
Cc1cccc(C)c1NC(=O)CS(=O)CC(=O)NCCCc1ccccc1 (stereo unspecified),13,1,5,2,1,12,-7,21,13,23,-3
CCOc1ccc(CCNC(=O)CSCC(=O)Nc2cccc(C)c2)cc1OCC,2,-11,13,-10,1,-15,14,8,-6,-4,13
CN(C)CCNC(=S)Nc1ccc(Br)cc1,-19,-6,2,17,-4,-29,-1,0,10,-2,6
CC(=O)Nc1cc2c(=O)n(Cc3ccccc3)c(C)nc2cc1N1CCOCC1,-11,-3,-6,8,-1,-10,-26,-32,1,-33,-2
Fc1cc(Cl)c(OCc2noc(-c3ccsc3)n2)c(Cl)c1,-197,13,-65,17,-2,-37,-279,-4,-12,-19,-89
CCN(C(=O)COC(=O)CCOc1ccccc1C)c1c(N)n(Cc2ccccc2)c(=O)[nH]c1=O,-2,-21,1,-24,.,-1,8,2,-15,-16,-10
O=C(/C=C/c1ccco1)Nc1cccc(-c2nc3ccccc3[nH]2)c1,-56,8,-7,-66,-3,-43,-235,1,1,13,-31
Cc1ccc(Cl)cc1N1CCN(C(=O)C2CCN(S(C)(=O)=O)CC2)CC1,6,0,8,-37,2,13,4,-4,4,-5,-2
O=C(O)COc1ccccc1/C=N/NC(=O)c1cccc(S(=O)(=O)Nc2cccc(Cl)c2)c1,21,-3,-11,-34,-1,-9,17,2,5,-14,6
O=S(=O)(c1ccc(Cl)nc1)N(Cc1ccccc1)Cc1ccccc1,21,1,-7,6,0,-26,15,0,1,10,4

# Sorted by the number under TWEAK Fn14 block (high to low): 3 of the compounds above
SMILES | Peg3 prom inh | Shn3 3UTR inh | CF NFkB inh | NR2E3 ag-1 | NR2E3 ag-2 | HIF-2a inh | TWEAK Fn14 block | MITF TRPM1 inh
O=C(/C=C/c1ccco1)Nc1cccc(-c2nc3ccccc3[nH]2)c1 | -56 | -7 | -66 | -3 | -43 | -235 | 13 | -31
O=S(=O)(c1ccc(Cl)nc1)N(Cc1ccccc1)Cc1ccccc1 | 21 | -7 | 6 | 0 | -26 | 15 | 10 | 4
CC(=O)Nc1cc2c(=O)n(Cc3ccccc3)c(C)nc2cc1N1CCOCC1 | -11 | -6 | 8 | -1 | -10 | -26 | -33 | -2

# (listing goes on)
SMILES,Peg3 prom inh,TRAIL sens C8,Shn3 3UTR inh,CF NFkB inh,NR2E3 ag-1,NR2E3 ag-2,HIF-2a inh,TROY signal inh,KKLEB tox,TWEAK Fn14 block,MITF TRPM1 inh
COc1cccc(CNC(=O)[C@H](C)NC(=O)C2CCN(S(=O)(=O)c3ccccc3)CC2)c1,-9,-13,4,15,0,-12,1,4,-4,5,4
COc1ccc(N(C(=O)c2ccc3c(c2)OCO3)C2C=CS(=O)(=O)C2)c(OC)c1 (stereo unspecified),16,0,-3,-2,-2,11,6,-11,2,0,-11
Cc1ccc(NC(=O)C[n+]2cc(-c3ccccc3)n3c2CCC3)cc1,3,1,.,4,-3,10,5,-5,-1,-7,.
CS(=O)(=O)Nc1ccc([N+](=O)[O-])cc1Oc1ccccc1,10,-7,13,69*,2,6,32,1,-3,-4,11
CCOc1ccc(CCNC(=O)c2cc(=O)[nH]c3ccc(S(=O)(=O)N(CC)CC)cc23)cc1OCC,14,-6,7,4,2,2,8,-11,-5,-33,-5
CC(C)CN(Cc1cc(=O)oc2cc3c(cc12)CCCC3)CC(C)C,18,-7,-9,8,1,0,-9,9,6,30,5
O=C(Nc1ccccn1)c1ccc(Br)c(S(=O)(=O)N2CCCCC2)c1,11,-13,2,-13,1,-21,25,4,2,-8,-1
CCOCCCNC(=O)C1CCN(S(=O)(=O)CC)CC1,3,22,-1,-2,5,-3,-6,12,-3,1,2
CC(Sc1nc2cc(Cl)ccc2s1)C(=O)Nc1cccc(S(=O)(=O)N2CCOCC2)c1 (stereo unspecified),31,18,36,2,2,-12,21,9,-10,24,-2
CC(NC(=S)NCCCN1CCOCC1)C1CC2CCC1C2 (stereo unspecified),0,-1,5,2,.,9,10,7,5,6,7
Cc1nn(C)c(C)c1/C=C1/SC(=S)NC1=O,18,-22,-7,-6,2,20,22,-5,-6,-9,-14
OC(COc1ccc2c(c1)OCO2)CN1CCCC1 (stereo unspecified),-6,-4,9,-11,6,-6,12,-3,6,15,6
CO/N=C(\C(=O)N[C@@H]1C(=O)N2C(C(=O)O)=C(COC(C)=O)CS[C@H]12)c1csc(N)n1 (stereo in doubt),9&3&-12,7&0&-1,1&-3&-16,0&-1&-1,3,-2&-21&-3,10&0&0,-3&13&-5,1&19&4,-5&6&15,-5&4&-11
O=C(CCN1C(=O)/C(=C/c2ccccc2Cl)SC1=S)NNC(=O)c1cccnc1,0,-8,4,7,1,-6,-10,11,-10,-1,10
CC(=O)N1CCN(CC(=O)Nc2ccc([N+](=O)[O-])cc2Br)CC1,29,-8,-35,-9,0,-28,0,-2,2,-10,10
CCc1cc2c(SCC(=O)Nc3ccc(Cl)cn3)ncnc2s1,42,0,11,25,.,7,23,-13,-10,3,4
O=S1(=O)CC(N2CCCCC2)CN1Cc1cn(Cc2cccc(C(F)(F)F)c2)nn1 (stereo unspecified),.,5,.,.,.,-22,4,-12,.,-1,.
Cc1ccc(C)c(-n2c(-c3cccnc3)n[nH]c2=S)c1,7,-4,-5,9,2,-2,14,-1,2,-12,-3
COc1ccc(NC(=O)Cc2ccccc2)cc1,-140,21,-38,6,4,-34,-130,-49,4,-13,-27
CC1(c2ccccc2)NC(=O)N(CC(=O)NCc2ccc3c(c2)OCO3)C1=O (stereo unspecified),5,14,0,-23,-4,-10,12,-9,0,3,3
Cc1cccc(CCNc2nc3ccc(C)cc3n3cnnc23)c1,-95,0,-155,-6,1,-7,-102,73*,6,74*,-62
COc1ccc(OC)c(-c2csc(N(C)C(=O)Cc3ccccc3)n2)c1,8,-4,2,14,5,-28,-41,-8,-6,-21,-3
COc1ccc(-c2cc(C(=O)Nc3c(C)n(C)n(-c4ccccc4)c3=O)c3ccccc3n2)c(OC)c1,33,15,-14,0,3,-8,5,15,-6,5,-7
CCN(CC)C(=O)c1cnn(-c2ccccc2)c1NC(=O)c1cccc(F)c1,-3,3,-6,-15,5,-16,-4,-4,9,13,-5
COc1ccc2nc(-c3ccccc3)cc(OC)c2c1,-173,2,-44,-21,0,-43,-168,-46,15,-43,2
CC(C)CN(C(=O)CSc1nc2ccccc2[nH]1)C1CCS(=O)(=O)C1 (stereo unspecified),13,-16,3,3,.,-29,1,34,-15,-1,-5
NC(=O)C1(N2CCCCC2)CCN(C(=S)Nc2ccc(F)cc2)CC1,2,0,19,-23,-1,10,9,-10,5,13,5
CCOC(=O)c1c(NC(=O)c2ccoc2C)sc2c1CCC2,-7,-8,13,18,1,-13,-4,4,5,1,1
C[C@@H]1CC[C@@]2(O[C@@H](CCO)C[C@@H](O)[C@@H]2O)O1,-17,-13,1,4,2,-45,-2,4,0,-8,-1
COc1ccc(CCNS(=O)(=O)c2ccc3c(c2)oc(=O)n3C)cc1OC,-6,-3,4,-32,-2,11,0,14,20,-18,-1
CCC(C)(C)n1nnnc1CN1CCC(O)(c2cccc(C(F)(F)F)c2)CC1,14,-14,18,-5,3,14,10,13,2,-16,-8
COC(=O)N/N=C/c1ccc(-c2cc(Cl)cc(Cl)c2)o1,11,24,-13,-60,1,4,-20,19,7,14,-2
COc1ccc(-c2cccc(-c3cc(=O)oc4cc(OC)cc(OC)c34)c2)cc1,-4,8,10,46,.,41,21,20,-16,5,67*
Cc1ccccc1OCCC(=O)Nc1cc(S(=O)(=O)N2CCOCC2)ccc1OC(C)C,21,-15,12,30,-1,-19,9,11,-24,-2,6
CC1C(=O)N2CCCc3cc(NS(=O)(=O)c4ccc(F)cc4)cc1c32 (stereo unspecified),-5,12,16,17,-3,10,11,19,-1,7,-2
Cn1cccc1C(=O)NC(=O)COC(=O)CCNS(=O)(=O)c1ccc(Cl)cc1,-38,13,4,16,.,-10,-15,-1,3,-12,-1
CCn1c(C)nc2c(C)[n+](CC(=O)c3ccc(Br)cc3)ccc21,-162,-3,14,-6,4,-15,-31,36,3,6,-9
CCOC(=O)c1c(CN(CC)CC)n(-c2ccccc2)c2ccc(O)cc12,8,-12,-8,7,-1,-12,17,-1,-10,-20,0
CC(C)C(=O)Nc1oc(-c2ccccc2)cc1C#N,-20,-6,2,22,3,-1,-16,-11,11,5,-23
O=C(O)CSCC(=O)N1CCCN(c2nc3ccc(Cl)cc3s2)CC1,4,2,-10,12,-1,-13,18,-9,-8,8,-11
Cc1nc2ncnn2c(C)c1CCC(=O)Nc1ccc(S(=O)(=O)N2CCCCCC2)cc1,14,14,7,9,1,-15,17,-12,-28,2,-2
Cc1ccc2cc(CCNC(=O)C(C)C)c(=O)[nH]c2c1,-1,-7,-7,16,4,-28,-19,-17,-1,-10,1
CCOC(=O)C1CCN(C(=O)c2ccc3c(c2)S(=O)(=O)c2ccccc2C3=O)CC1,-4,-3,5,-12,-2,-16,6,8,-5,-16,15
O=C(COc1nsnc1N1CCOCC1)Nc1ccc(Cl)cc1,19,4,5,5,0,8,4,-6,-11,0,14
CCC(=O)Nc1ccc(/C(C)=N\NC(=O)c2ccc(OC)cc2)cc1,-15,17,-11,-8,-1,-19,7,-56,4,-14,-4
O=C(NNC(=O)c1ccc2ccccc2c1)Nc1ccc(F)cc1,12,5,-14,-27,1,-4,7,-15,3,-9,5
CCOC(=O)C(CN1CCCC1)c1ccccc1 (stereo unspecified),-10,-6,11,-5,7,-19,11,0,9,0,-3
